Screening data (PubChem)
GPR151 ag: activators of human GPR151; PathHunter beta-arrestin GPR151 cells, luminescence; activation, % at 11.2 µM; 650,000 tested, 1% active; AID 1508602; in the data active = activation above about 4.9%;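 also: 0% = median of compound wells and 100% = cells with positive control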
Target sequence (Q8TDV0 whole entry, looked up): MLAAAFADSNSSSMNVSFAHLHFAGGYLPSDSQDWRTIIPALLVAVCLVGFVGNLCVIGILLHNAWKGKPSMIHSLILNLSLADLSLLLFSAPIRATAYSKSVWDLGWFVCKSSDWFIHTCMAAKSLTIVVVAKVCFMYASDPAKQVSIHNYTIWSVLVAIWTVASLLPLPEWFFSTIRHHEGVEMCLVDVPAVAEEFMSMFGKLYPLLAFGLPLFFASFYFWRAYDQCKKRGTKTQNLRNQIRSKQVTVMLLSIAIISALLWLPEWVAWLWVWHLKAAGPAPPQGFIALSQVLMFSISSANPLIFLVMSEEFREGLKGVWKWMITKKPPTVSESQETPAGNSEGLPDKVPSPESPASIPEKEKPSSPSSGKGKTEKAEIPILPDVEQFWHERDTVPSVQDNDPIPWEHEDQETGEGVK
MITF primary: inhibitors of human MITF; 650,000 tested, 0.91% active; inhibition, % at 2.6 µM; AID 1259374; AlphaScreen MITF homodimerization, bead proximity signal; in the data active = inhibition above about 50%;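 also: 0% = vehicle wells with protein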
Target sequence (O75030 whole entry, looked up): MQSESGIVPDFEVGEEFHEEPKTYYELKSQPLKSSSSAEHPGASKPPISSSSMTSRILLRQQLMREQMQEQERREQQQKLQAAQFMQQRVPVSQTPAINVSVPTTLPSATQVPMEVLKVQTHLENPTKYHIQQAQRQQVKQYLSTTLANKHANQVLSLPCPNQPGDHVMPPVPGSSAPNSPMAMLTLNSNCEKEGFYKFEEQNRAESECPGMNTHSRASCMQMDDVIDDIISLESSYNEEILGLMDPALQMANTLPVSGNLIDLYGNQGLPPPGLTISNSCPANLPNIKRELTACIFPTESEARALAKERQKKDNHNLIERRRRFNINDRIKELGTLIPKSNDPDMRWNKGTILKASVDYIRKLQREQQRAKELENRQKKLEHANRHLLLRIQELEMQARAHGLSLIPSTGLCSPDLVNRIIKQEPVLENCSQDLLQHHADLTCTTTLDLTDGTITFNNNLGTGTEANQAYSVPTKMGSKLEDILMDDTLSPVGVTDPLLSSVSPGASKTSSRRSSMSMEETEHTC
FBW7 activator: activators of human E3 ligase FBW7. Q969H0. AlphaScreen FBW7–phospho-cyclin E peptide binding, activator screen. normalized activity (activation), % at 26.1 µM. 650,000 tested, 0.13% active. AID 1259310; in the data active = normalized activity above about 1.9%;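 also: purified mutant Fbw7 with reduced substrate affinity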
TEAD-YAP inh: TEAD-YAP interaction inhibition. HEK-TIYL cells, TEAD-Gal4/YAP UAS-luciferase luminescence. AID 1259422. inhibition, % at 9.12 µM. 640,000 tested, 1.4% active; in the data active = inhibition above about 32%;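 also: 0% = median of test compound wells and 100% = reference inhibitor wells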
* = called active by the depositor.

SMILES	GPR151 ag	MITF primary	FBW7 activator	TEAD-YAP inh
O=C(CN1CCSC1=O)NC1CCCCCC1	-0.7	16	0.2	7
CCOc1ccc2nc(N3CCCN(Cc4c(C)nn(CC)c4C)CC3)nc(C)c2c1	0.6	-15	0.0	12
Cc1ccc(OC(=O)N2CCN3C(=O)[C@H](CC(C)C)NC(=O)[C@H]3C2)cc1	-1.4	13	0.7	6
COc1cc(CN2CCN(C(=O)CC(C)C)CC2)cc(OC)c1OC	0.7	70*	-0.2	4
FC(F)(F)c1cccc(NC(=S)N(Cc2ccccc2)Cc2cccnc2)c1	1.1	5	-0.1	9
CC(=O)N(C)c1ccc(OCC(O)CN(c2ccc(F)cc2)S(C)(=O)=O)cc1 (stereo unspecified)	0.6	0	-0.2	12
CN1CCN(C2=NC(=O)/C(=C/c3ccc(O)cc3)S2)CC1	0.5	4	0.0	0
O=C(CN1C(=O)NC2(CCCCCCC2)C1=O)N1CCOCC1	0.5	2	0.5	3
COC(=O)c1ccc(OC(=O)c2cc(OC)cc(OC)c2)cc1	-0.3	13	0.2	-13
CCOC(=O)/C(C#N)=C\c1cn(CCC#N)nc1-c1ccc(C)cc1	-1.5	15	0.1	2
Cc1ccccc1NC(=O)CC(NCc1ccccc1)C(=O)O (stereo unspecified)	1.6	12	0.0	11
O=C(NCC1Cc2cc(F)cc(-c3cccnc3)c2O1)c1ccco1 (stereo unspecified)	3.0	4	-0.2	1
Cc1cc(C(=O)N2CCC3(CC2)OCCO3)sc1-c1ccccc1	-0.9	19	0.5	7
CCNC(=O)n1cc(-c2ccnc3ccccc23)c(-c2cccnc2)n1	0.0	-11	0.0	-2
CC1CCCN(C(=O)CSc2nnc(C(C)C)n2C)C1 (stereo unspecified)	2.6	4	0.1	-1
CCC(=O)Oc1c(OC)cc(C2Oc3nc(SC)nnc3-c3ccccc3N2C(=O)CC)cc1OC (stereo unspecified)	-0.9	16	0.6	0
Cc1cc(NC(=O)c2ccc([N+](=O)[O-])cc2)cc(C)c1O	0.7	-3	-0.1	-23
O=C(NC(NCCC12CC3CC(CC(C3)C1)C2)(C(F)(F)F)C(F)(F)F)c1ccccc1	-0.4	9	0.2	1
Cc1ccc2c(c1)c(=O)c1ccccc1n2CC(=O)N1CCN(c2ccc(Cl)cc2)CC1	0.5	10	0.1	-6
CSc1cccc(NC(=O)CN(c2ccc(C(C)C)cc2)S(C)(=O)=O)c1	-2.0	20	0.3	-54
CC(=O)Nc1ccc(C(=O)OCC(=O)N(NC(=O)Nc2ccccc2)c2ccccc2)cc1	-0.5	12	0.1	-2
Cc1ccc2c(c1)N(C(=O)CCC(=O)NCc1cccs1)CCO2	2.1	9	0.1	-1
Cc1c(NC(=O)NCC(F)(F)F)c(=O)n(-c2ccccc2)n1C	0.1	2	0.1	7
CCCc1c(O)nc(SCC(=O)Nc2ccccc2OC)[nH]c1=O	0.1	-1	0.2	3
CC(C)(C)c1cc(CCC(=O)NCCO)cc(C(C)(C)C)c1O	1.4	4	-0.1	-8
COc1ccc(Cl)cc1CN1C(=O)C(C)Oc2ccc(F)cc21 (stereo unspecified)	0.8	-7	-0.2	7
O=C(COc1ccccc1)NC(=S)Nc1ccc(Br)cc1	1.4	7	0.0	-6
O=C(CCC(=O)N1CCOc2ccc(Cl)cc21)NC1CCCCCC1	1.5	-6	0.0	-2
COc1ccc(NC(=O)CCC2CCCCC2)cc1OC	2.1	-2	-0.1	-49
Fc1ccc(CNCc2ccc(Cl)cc2)cc1	3.7	20	-0.1	2
CS(=O)(=O)NCc1cccc(Oc2ccc(F)cc2)c1	0.3	4	-0.2	-5
CC(C)(C)OC(=O)N1CCC[C@H]1c1nc2ccc(-c3ccncc3)cc2[nH]1	-1.2	15	0.2	-12
CCOC(=O)C1=C(N)n2c(s/c(=C\c3ccc(F)cc3)c2=O)=C(C(=O)OCC)C1c1ccc(F)cc1 (stereo unspecified)	0.5	3	-0.1	-4
CCOC(=O)c1sc2ncn(CC(=O)OC(C)CC)c(=O)c2c1C (stereo unspecified)	1.4	2	0.3	6
CC(C)CCN1CCNC(=O)C1CC(=O)NC1CC1 (stereo unspecified)	2.0	18	0.3	1
O=C1c2ccccc2-c2ncnc3c(N4CCOCC4)cc(N4CCOCC4)c1c23	0.3	-1	-0.3	-10
O=C1CSC(c2ccccc2[N+](=O)[O-])N1CC12CC3CC(CC(C3)C1)C2 (stereo unspecified)	0.3	12	-0.1	-5
CCOc1ccc2c(c1)C(=C1SC(C(=O)OC)=C(C(=O)OC)S1)C(=S)C(C)(C)N2C(=O)CCC1CCCCC1	0.3	11	-0.3	0
CC(C)N1CC=C2C(C#N)=C(N)C(C#N)(C#N)C(c3ccc(F)cc3)C2C1 (stereo unspecified)	-0.7	15	0.1	5
Cc1cccc(CN2CCCC(C(N)=O)C2)c1 (stereo unspecified)	0.1	21	0.0	13
Cc1ccc(Cl)cc1N/C(=C/C(=O)c1ccccc1)C(F)(F)F	-0.6	17	0.0	-19
CC1CCCC(C)N1S(=O)(=O)c1ccc(I)cc1 (stereo unspecified)	0.8	-10	0.0	1
COc1ccc(CNC(=S)Nc2ccc([N+](=O)[O-])cc2)cc1OC	4.0	13	0.1	3
CC(=O)Nc1ccc(OC(=O)c2ccccc2O)cc1	-2.0	-26	0.0	-2
O=C(CSc1nnc(-c2cccs2)n1Cc1ccco1)N1CCCC1	1.6	30	0.1	4
CC(=O)c1ccc(OCC(O)CN(C)Cc2cccs2)cc1 (stereo unspecified)	2.2	39	-0.3	-6
CC(=O)Nc1cccc(Nc2nc(-c3ccccc3F)nc3ccccc23)c1	-0.4	-1	0.0	32*
O=[N+]([O-])c1ccc(N2CCN(Cc3cc(Br)cs3)CC2)cc1	1.5	56*	0.1	6
COCC(=O)NCC1CCC2(CCN(Cc3cc(OC)ccc3F)CC2)O1 (stereo unspecified)	0.9	-20	0.0	-16
O=C(COc1ccccc1[N+](=O)[O-])NC12CC3CC(CC(C3)C1)C2	0.7	-3	-0.3	-1
COC(=O)C1(Br)C2CCCC1C2(OC)c1ccccc1 (stereo unspecified)	1.6	2	0.1	4
CCOc1ccc2cc3c(N)c(C(=O)N4CCCC(C)C4)sc3nc2c1 (stereo unspecified)	0.3	-7	0.0	-1
CN(c1ccccc1)S(=O)(=O)c1ccc(NC(=O)/C=C/C(=O)O)cc1	3.7	7	0.2	-2
COc1ccc(S(=O)(=O)N2CCCCCC2)cc1OC	0.3	6	0.3	-7
COC(=O)C1=C(C)NC(=S)NC1c1cccc(Br)c1 (stereo unspecified)	2.2	12	0.0	4
CC(=O)Nc1cccc(NC(=O)c2cccc(Br)c2)c1	1.6	-6	-0.1	-12
Cc1cc(=O)n2[nH]c(C)c(-c3ccccc3)c2n1	0.0	-11	-0.1	2
CCCN1CCN(S(=O)(=O)c2c(C)noc2C)CC1	-0.4	5	0.1	8
Cn1cccc1C(=O)OCC(=O)NC(=O)NC1CCCCC1	-2.3	3	0.0	-20
CCOC(=O)c1ccc2c(c1)[C@@H]1C=CC[C@@H]1[C@H](c1ccc(OC)c([N+](=O)[O-])c1)N2	0.5	-5	-0.1	5

Carrying on:
SMILES	GPR151 ag	MITF primary	FBW7 activator	TEAD-YAP inh
CC(N=C1NS(=O)(=O)c2ccccc21)C(=O)NNC(=O)c1n[nH]c(=O)c2ccccc12 (stereo unspecified)	0.6	-9	-0.1	-1
O=C(c1nc2ccc(Cl)cn2c1CN1CCSCC1)N1CCCCCCC1	0.9	-6	0.0	-2
O=C1OC(c2ccccc2F)=N/C1=C\c1cc(Br)cs1	1.3	3	-0.1	1
O=C(CNC(=S)N(Cc1ccccc1)Cc1ccccc1F)NCc1cccs1	0.8	4	0.0	-2
COc1ccc(S(=O)(=O)Nc2c(C)cccc2C(C)C)cc1OC	-1.8	-1	0.2	0
O=C(c1cnn2c(C(F)(F)F)cc(-c3ccc(Br)cc3)nc12)N1CCOCC1	0.2	-1	0.1	-1
COc1ccc(NC(=O)C2CC23CCN(CCC(C)C)CC3)cc1Cl (stereo unspecified)	0.4	-5	0.0	0
COc1cccc2cc(-c3csc(Nc4cccc(C)c4)n3)c(=O)oc12	-0.2	-2	0.3	1
Cc1ccc2occ(CN3CCOc4ccc(CN5CCOCC5)cc4C3)c(=O)c2c1	-0.9	0	-0.1	-2
O=C(Nc1nc(-c2ccccn2)cs1)c1ccc(Oc2ccccc2)cc1	-1.3	0	-0.1	43*
CCc1ccc(NC2=CC(c3ccc(C(C)(C)C)cc3)N(c3ccc(CC)cc3)C2=O)cc1 (stereo unspecified)	-0.8	-5	-0.2	-23
Cc1ccccc1OCCOCCn1cnc2ccccc21	4.9*	72*	-0.1	15

Given with two lines to a compound: entries from further up.
Below each compound – GPR151 ag	MITF primary	FBW7 activator	TEAD-YAP inh
COc1ccc(S(=O)(=O)Nc2c(C)cccc2C(C)C)cc1OC
    -1.8	-1	0.2	0
O=C(c1cnn2c(C(F)(F)F)cc(-c3ccc(Br)cc3)nc12)N1CCOCC1
    0.2	-1	0.1	-1

(list continues)
SMILES	GPR151 ag	MITF primary	FBW7 activator	TEAD-YAP inh
COc1cc(/C=C2\C(=O)N(c3ccc(Cl)c(C(=O)O)c3)N=C2C)ccc1OCC#N	-0.1	5	-0.5	-7
CCS(=O)(=O)N1CCN(Cc2cc(OC)ccc2OC)CC1	0.6	48	0.2	7
Cc1cc(S(=O)(=O)NC(C)(C)CC(C)(C)C)ccc1F	0.5	2	-0.1	8
COCCCNC(=O)c1nnc(-c2ccc3c(c2)OCO3)o1	-3.1	6	0.1	-29
COc1cccc(/C=C2/SC(N3CCCC3)=NC2=O)c1OC	1.3	-10	-0.1	33*
Cc1ccc(S(=O)(=O)NCC(=O)OCC(=O)N2C(C)CCCC2C)cc1 (stereo unspecified)	0.8	13	0.1	4
O=C(Cn1cnc2ccccc2c1=O)NCC(=O)Nc1cccc(C(F)(F)F)c1	-0.4	-7	-0.1	7
O=C1/C(=C/c2ccc(-c3cc(Cl)ccc3Cl)o2)C=C(c2ccccc2)N1c1ccc(-c2ccccc2)cc1	-0.9	7	0.2	3
Cc1ccc(Nc2nc3nonc3nc2NC(C)C)cc1C	0.3	-9	0.1	16
O=C1NC2(CCN(S(=O)(=O)c3cccc(F)c3)CC2)C(=O)N1Cc1ccc(F)cc1	0.9	-2	0.0	17
CCOC(=O)c1ccccc1NC(=O)C(C)N(c1cc(C)cc(C)c1)S(C)(=O)=O (stereo unspecified)	-2.1	-8	0.1	1
CCC[C@@H]1NC(=O)[C@H]2CN(C(=O)c3cccc(F)c3F)CCN2C1=O	-1.1	0	-0.1	-3

Grouped by structure, those above with a Cl atom
SMILES	GPR151 ag	MITF primary	FBW7 activator	TEAD-YAP inh
Cc1ccc2c(c1)c(=O)c1ccccc1n2CC(=O)N1CCN(c2ccc(Cl)cc2)CC1	0.5	10	0.1	-6
COc1ccc(Cl)cc1CN1C(=O)C(C)Oc2ccc(F)cc21 (stereo unspecified)	0.8	-7	-0.2	7
O=C(CCC(=O)N1CCOc2ccc(Cl)cc21)NC1CCCCCC1	1.5	-6	0.0	-2
Fc1ccc(CNCc2ccc(Cl)cc2)cc1	3.7	20	-0.1	2
Cc1ccc(Cl)cc1N/C(=C/C(=O)c1ccccc1)C(F)(F)F	-0.6	17	0.0	-19
O=C(c1nc2ccc(Cl)cn2c1CN1CCSCC1)N1CCCCCCC1	0.9	-6	0.0	-2
COc1ccc(NC(=O)C2CC23CCN(CCC(C)C)CC3)cc1Cl (stereo unspecified)	0.4	-5	0.0	0
COc1cc(/C=C2\C(=O)N(c3ccc(Cl)c(C(=O)O)c3)N=C2C)ccc1OCC#N	-0.1	5	-0.5	-7
O=C1/C(=C/c2ccc(-c3cc(Cl)ccc3Cl)o2)C=C(c2ccccc2)N1c1ccc(-c2ccccc2)cc1	-0.9	7	0.2	3

(more compounds)
SMILES	GPR151 ag	MITF primary	FBW7 activator	TEAD-YAP inh
O=S(=O)(c1cc(Cl)ccc1Cl)N1CCN(Cc2cccc(F)c2)CC1	1.4	3	-0.1	6
CNC(=S)NCCNc1nc2cc(C)c(C)cc2cc1C#N	4.1	-2	-0.2	-22
CC(=O)NO	-0.7	11	-0.1	-2
COC(=O)c1ccc2c(=O)n(CCN3CCOCC3)c(SCC(=O)N3CCN(c4ccccc4)CC3)nc2c1	-1.4	4	-0.1	0
Cc1cc(NC(=O)CSc2nc3c(sc(=S)n3CC3CCCO3)c(=O)n2-c2ccc(F)cc2)no1 (stereo unspecified)	1.8	5	0.1	0
N#Cc1ccccc1OCC(=O)OCC(=O)Nc1ncc(Cl)cc1Cl	0.4	19	0.2	6
Cc1ccc(CN2CC34C=CC(O3)C(C(=O)O)C4C2=O)cc1 (stereo unspecified)	-0.3	12	0.1	-6
CC1(C)CC(=O)C(C=Nc2ccccc2C(=O)O)=C(O)C1	-0.2	-13	0.2	-4
